TWEAK-Fn14 inh – inhibitors of TWEAK-Fn14 signaling, primary screen, luciferase reporter cells, uHTS. inhibition, % at 10 µM. actives 2% (n = 360,000). TWEAK-stimulated Fn14 reporter cells, luciferase luminescence, 8 h; in the data active = inhibition above about 50%
NCOA2 inhibitor – inhibition of GAL4-SRC2 driven luciferase reporter, primary screen, SRC2 inhibitor project, cell-based, luminescence; Nuclear receptor coactivator 2 (Homo sapiens), Q15596; HEK293 GAL4-SRC2 luciferase reporter; inhibition, % at 9 µM; actives 0.17% (n = 370,000);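 active = inhibition above the mean inhibition of all tested compounds plus 3 SD, set per campaign, cut at about 52% in these data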;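 also: 0% = DMSO treated cells and 100% = cells given Gossypol at 36 µM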
SRC1 inh – SRC1 coactivator transcriptional activity inhibitors, primary screen, cell-based, luminescence | Nuclear receptor coactivator 1 (Homo sapiens), Q15788 | HEK293 GAL4-SRC1 luciferase reporter | inhibition, % at 3.6 µM | actives 0.12% (n = 360,000) | AID 588354, 2011;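 active = inhibition above the campaign mean plus 3 SD, with each screening campaign given its own cutoff, cut at about 60% in these data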;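 also: 0% = DMSO treated cells and 100% = gossypol at 36 µM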
LRH-1 inv ag – LRH-1 (NR5A2) inverse agonists, primary screen, cell-based, luminescence, HEK293T, StAR-luciferase reporter | Nuclear receptor subfamily 5 group A member 2 (Homo sapiens), O00482 | LRH-1 transfected, 24 h | inhibition, % at 3.6 µM | actives 0.13% (n = 360,000);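 active = inhibition above the mean inhibition of all tested compounds plus 3 SD, cut at about 73% in these data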;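 also: 0% = DMSO wells and 100% = reporter-only cells lacking LRH-1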
ABHD5-PLIN5 inh – ABHD5-PLIN5 interaction inhibitors, primary screen, cell lysate, split luciferase complementation, luminescence. Perilipin-5 (Homo sapiens) + 1-acylglycerol-3-phosphate O-acyltransferase ABHD5 (Homo …. Split G. princeps luciferase complementation, 4 h. inhibition, % at 4 µM. actives 0.78% (n = 360,000). AID 602281, 2012;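 active = inhibition above the mean inhibition across every tested compound plus 3 SD, cut at about 22% in these data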;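 also: 0% = DMSO only wells and the 100% control is not disclosed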
SRC3 inh – SRC3 coactivator transcriptional activity inhibitors, primary screen, cell-based, luminescence | HEK293 GAL4-SRC3 luciferase reporter | Nuclear receptor coactivator 3 (Homo sapiens), Q9Y6Q9 | actives 0.17% (n = 360,000) | inhibition, % at 3.6 µM | AID 588352, 2011;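 active = inhibition above a per-campaign cutoff, the mean of all compounds plus 3 SD, cut at about 60% in these data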;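 also: 0% = DMSO-treated cells and 100% = gossypol-treated cells at 36 µM; higher means less SRC3-driven luciferase light from the GAL4 reporter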
NOD2 RIPK2 PPI – NOD2-RIPK2 binding disruptors in cells, primary screen, fluorescence, CHO cells, BLA complementation. AID 624267, 2012. CCF4 ratio. Receptor-interacting serine/threonine-protein kinase 2 (Homo sapiens), O43353. actives 0.38% (n = 360,000). inhibition, % at 4.98 µM; in the data active = inhibition above about 21%;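 also: 0% = vehicle only and 100% = reference blocker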
Target sequence (O43353 whole entry, looked up): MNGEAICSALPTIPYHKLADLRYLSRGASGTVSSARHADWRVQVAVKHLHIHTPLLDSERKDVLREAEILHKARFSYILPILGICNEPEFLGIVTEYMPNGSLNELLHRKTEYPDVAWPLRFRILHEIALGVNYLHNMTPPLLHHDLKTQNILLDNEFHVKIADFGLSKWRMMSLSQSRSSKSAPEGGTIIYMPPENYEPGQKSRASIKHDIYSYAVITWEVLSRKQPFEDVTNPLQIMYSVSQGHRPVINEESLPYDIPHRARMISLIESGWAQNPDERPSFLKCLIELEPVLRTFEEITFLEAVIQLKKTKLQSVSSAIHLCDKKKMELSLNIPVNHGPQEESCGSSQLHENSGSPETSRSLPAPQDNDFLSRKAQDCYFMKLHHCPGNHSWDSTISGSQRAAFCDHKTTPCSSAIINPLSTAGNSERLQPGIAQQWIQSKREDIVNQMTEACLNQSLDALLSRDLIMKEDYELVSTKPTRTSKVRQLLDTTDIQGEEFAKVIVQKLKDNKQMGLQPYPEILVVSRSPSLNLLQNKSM
TLR9-MyD88 block – inhibitors of TLR9-MyD88 association in cells, primary screen, cell-based, CHO, BLA complementation, fluorescence; AID 504734, 2011; CCF4 FRET ratio; inhibition, % at 4.98 µM; Toll-like receptor 9 (Homo sapiens) + Myeloid differentiation primary response protein …; actives 0.21% (n = 340,000);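 active = inhibition above the mean over all tested compounds plus 3 SD, cut at about 21% in these data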;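 also: 0% = DMSO only wells and 100% = clavulanate BLA inhibitor control wells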
Granule exo inh – LAMP-1 surface exposure blockers, TALL-104 cells – cell-based, flow cytometry, MLPCN library, primary screen; TALL-104 LAMP-1 surface exposure; cells stimulated with thapsigargin and PMA; inhibition, % at 10 µM; actives 0.66% (n = 360,000);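 active = inhibition above about 55%, limit read from the data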
COUP-TFII inh – NR2F2 transcriptional activity inhibitors, primary screen, cell-based, luciferase reporter, HEK293T, luminescence; HEK293T NGFI-A luciferase reporter; AID 686940, 2013; COUP transcription factor 2 (Homo sapiens), P24468; actives 0.7% (n = 370,000); inhibition, % at 8.6 µM;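 active = inhibition above a per-plate cutoff, mean inhibition of test wells between control levels plus 3 SD, cut at about 38% in these data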;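 also: cells cotransfected with COUP-TFII expression vector driving the NGFI-A reporter; 0% = median of COUP-TF2 test wells and 100% = reporter-only cells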
Target sequence (P24468 whole entry, looked up): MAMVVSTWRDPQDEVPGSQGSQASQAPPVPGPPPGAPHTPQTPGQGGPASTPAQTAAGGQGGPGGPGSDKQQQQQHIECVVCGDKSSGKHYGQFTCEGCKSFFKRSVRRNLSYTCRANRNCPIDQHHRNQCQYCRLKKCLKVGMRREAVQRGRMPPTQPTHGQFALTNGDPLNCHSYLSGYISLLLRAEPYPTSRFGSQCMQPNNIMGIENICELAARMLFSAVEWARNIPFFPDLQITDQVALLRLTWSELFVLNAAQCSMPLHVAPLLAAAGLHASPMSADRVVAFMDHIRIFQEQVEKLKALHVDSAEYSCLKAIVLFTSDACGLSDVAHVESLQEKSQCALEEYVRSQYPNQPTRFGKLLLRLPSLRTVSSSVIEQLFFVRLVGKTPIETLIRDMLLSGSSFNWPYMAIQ
TROY signal inh – inhibitors of TROY-driven NF-kB signaling, primary screen, Q293 LMP1-TROYcd cells, NF-kB luciferase, uHTS; inhibition, % at 10 µM; actives 0.98% (n = 360,000); Q293 LMP1-TROYcd NF-kB luciferase reporter, 4 h;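 active = compounds whose plate-normalised and pattern-corrected inhibition of the luciferase reporter signal at the single screening dose is 50% or more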
* marks the source's active call; other numbers are inactive results; / = no result given. This is a subset; rates above refer to the full screens.

SMILES	TWEAK-Fn14 inh	NCOA2 inhibitor	SRC1 inh	LRH-1 inv ag	ABHD5-PLIN5 inh	SRC3 inh	NOD2 RIPK2 PPI	TLR9-MyD88 block	Granule exo inh	COUP-TFII inh	TROY signal inh
COCC(C)n1c(SCc2nc(N)nc(Nc3ccccc3C)n2)nc2ccccc2c1=O (stereo unspecified)	11	3	1	11	-5	7	-3	-3	0	10	25
COC(=O)c1ccc(N2CCN(c3ccccc3)CC2)c(N)c1	-26	-21	-34	4	-2	-35	-2	-3	0	-11	-39
COc1ccc(C(=O)CC(=O)C(=O)Nc2cc(OC)c(OC)c(OC)c2)cc1	-3	-9	6	3	0	-9	-6	-6	-2	-6	-10
CN1CCN(C(=O)c2ccc(-c3ccc(F)c(F)c3)c3ccoc23)CC1	1	5	7	13	1	18	-1	/	5	5	4
COCCCNc1ncnc2nc[nH]c12	-7	-23	-3	-8	-4	-4	-1	-4	24	9	2
O=C1NC[C@@H](CCCCN2CCN(CCC3CCCCC3)C(=O)C2=O)N(CC2CCCCC2)C1=O	-4	-44	/	-13	-4	/	-4	/	-7	-7	-10
CC(C)=CCCC(C)CN1CCC(n2nccc2NC(=O)c2ccccc2)CC1 (stereo unspecified)	3	-29	29	4	-8	12	-23	-8	3	4	10
Cc1ccc(CNc2cnccn2)s1	6	2	12	4	3	-3	-8	-3	-1	21	-5
C=CCn1c(O)c(N=NC(=S)Nc2ccccc2F)c2cc(S(=O)(=O)N3CCOCC3)ccc21	-8	14	7	-2	-4	17	-6	5	2	49*	-5
CCOc1ccc(-c2nnc(SCC(=O)N3CCCC3)o2)cc1	3	-12	-23	-22	10	-40	1	0	-3	-23	-46
O=C(N/N=C/c1cccc2ccccc12)c1ccc(CN2CCOCC2)cc1	-19	-19	-2	-14	-10	12	1	0	2	6	-1
Cc1ccc(S(=O)(=O)N(C)C)cc1NC(=O)COC(=O)CNC(=O)C12CC3CC(CC(C3)C1)C2	10	-16	-5	1	-1	6	3	4	-4	-4	-4
Cc1cc(NC(=O)c2c(-c3c(Cl)cccc3Cl)noc2C)n(C)n1	1	13	2	0	-5	17	4	-10	-11	-11	-6
NNC(=S)NCc1cccnc1	-9	3	-6	-4	-2	2	-4	11	6	5	-1
CCOc1ccc(NC(=O)CCSc2ccc3ccccc3n2)cc1	-18	-9	-61	1	6	-14	-7	2	-8	-11	-2
CC(=O)Nc1ccc(S(=O)(=O)N2CCC(C(=O)Nc3nccs3)CC2)cc1	-7	-11	-23	2	3	-17	-1	8	0	-11	-20
Cc1ccc(N(C(C)C(=O)O)S(=O)(=O)c2c(C)[nH]c(=O)[nH]c2=O)cc1 (stereo unspecified)	-22	-5	-10	22	9	16	-4	9	-2	-22	-8
CCOc1nc(NC(=O)NS(=O)(=O)Oc2ccccc2Cl)nc(-c2ccccc2)n1	-9	-11	-15	-13	-13	-18	-5	-12	-2	-30	0
COc1ccc(NC(=O)C2(C)Cc3c(-c4ccc5c(c4)OCO5)ccnc3O2)cc1OC (stereo unspecified)	0	19	2	5	-1	2	6	/	-4	5	-4
Cc1cccc(OCC(=O)Nc2ccc(S(=O)(=O)Nc3ccccn3)cc2)c1	24	7	17	-14	-6	22	11	1	-1	5	4
O=C1CN(C(=O)CSc2nnc(C3CC3)n2-c2ccccc2)c2ccccc2N1	5	-22	-34	7	3	7	-4	6	-1	-8	-10
O=C(/C=C/c1ccc(S(=O)(=O)N2CCOCC2)cc1)N1CCCCC1	-8	-14	-6	11	-1	23	-3	0	4	-12	8
O=C(OCc1ccccn1)c1ccc(COc2ccc3ccccc3c2)o1	-39	-29	-88	-116	3	-90	-6	4	0	-24	-9
Cc1ccc(C(=O)CSc2nnc(-c3ccccc3N)n2C)cc1C	-12	-26	-30	3	4	0	-9	-7	-4	15	-28
O=c1[nH]c2c(s1)C(c1cccnc1)C1C3CCC(C3)C1S2 (stereo unspecified)	-5	/	18	6	-2	8	3	4	-2	/	-3
O=C(CCC(=O)N1CCCCCC1)Nc1ccc([N+](=O)[O-])cc1	-20	-5	-15	9	5	14	0	-5	3	-3	-19
Cc1oc2c(c1C(=O)Nc1cccc3ccccc13)CCCC2	3	-13	-1	3	-8	9	7	8	1	4	0
COCc1cc(CN2CCCC(C(=O)Nc3ccc(-c4ccco4)cc3)C2)ccc1OC (stereo unspecified)	-19	-7	-3	-30	32*	9	-6	-9	11	11	-10
Cc1ccc2c(=O)cc(C(=O)NCc3ccccc3)oc2c1C	-5	-7	2	-14	-5	8	4	4	10	10	6
Cc1ccc(C)c(OCC(=O)NNC(=O)CCN2CCN(c3ccccc3)CC2)c1	4	18	14	3	-4	11	-10	2	2	21	-16

With a hit mark in COUP-TFII inh (from the list above):
Structure	TWEAK-Fn14 inh	NCOA2 inhibitor	SRC1 inh	LRH-1 inv ag	ABHD5-PLIN5 inh	SRC3 inh	NOD2 RIPK2 PPI	TLR9-MyD88 block	Granule exo inh	COUP-TFII inh
C=CCn1c(O)c(N=NC(=S)Nc2ccccc2F)c2cc(S(=O)(=O)N3CCOCC3)ccc21	-8	14	7	-2	-4	17	-6	5	2	49*

Other compounds
SMILES	TWEAK-Fn14 inh	NCOA2 inhibitor	SRC1 inh	LRH-1 inv ag	ABHD5-PLIN5 inh	SRC3 inh	NOD2 RIPK2 PPI	TLR9-MyD88 block	Granule exo inh	COUP-TFII inh	TROY signal inh
CC(C)Oc1ccc(S(=O)(=O)N2CCOCC2)cc1NC(=O)c1ccc(Cl)c(S(=O)(=O)N2CCOCC2)c1	0	-34	0	-8	0	3	4	2	-7	1	0
Cn1cnnc1SCC(=O)Nc1nc(-c2ccc(F)cc2)cs1	-4	-7	2	-20	-2	10	-4	-5	0	-7	-1
CCOc1nc(-c2ccccc2)ccc1-c1noc(-c2ccncc2)n1	-32	8	-6	12	0	-12	0	2	6	19	-6
Cc1ccccc1OCc1nc2ccccc2c(=O)n1/N=C/c1cn[nH]c1-c1ccccc1	10	-26	-18	-22	0	25	-10	-9	9	1	-32
CCC(Oc1ccccc1OC)C(=O)N1CC(=O)Nc2ccccc21 (stereo unspecified)	-22	19	1	10	-2	-14	1	4	-4	1	-1
CC(=O)N1CCN(S(=O)(=O)c2cccc(C(=O)OCC(=O)N(Cc3ccccc3)C(C)(C)C)c2)CC1	1	-4	-2	-17	3	-8	-6	1	-2	10	8
Cc1ccc(NC(=O)CSc2nnc(-c3n[nH]c4ccccc34)n2-c2ccccc2)c(C)c1	27	-4	8	50	-2	12	10	8	9	14	14
CCCNC(=O)c1oc2ccc3c(c2c1C)C=CC(C)(C)O3	-17	-15	-49	-66	-1	-84	-2	0	-29	-61	-18
CCN(CC)c1ccc(-c2nn3c(-c4ccccc4OC)nnc3s2)cc1	-77	/	-14	29	-3	18	23*	-4	80*	/	20
CCOC(=O)c1c(NC(=O)COC(=O)Cn2c(C)nc3ccccc32)sc2c1CCCC2	3	12	-24	-6	-1	21	-6	-7	5	11	6
Cc1ccc(Cc2c(-c3ccccc3)nc3c(C)cc(Br)cn23)cc1	21	14	/	12	-7	/	-8	/	-2	-5	-13
CCn1cc(C(=O)NCCN(CC(C)C)CC(C)C)c(=O)c2cc(S(=O)(=O)N3CCOCC3)ccc21	-7	-4	14	12	11	-2	-1	5	5	-13	1
O=C(COC(=O)Cc1ccccc1F)Nc1ccc(SC(F)F)cc1	-43	-11	-18	3	-2	24	-4	-4	5	-2	-64
CCN(CC)CCNC(=O)CNC(=O)c1nn(-c2ccc(OC)cc2)c(=O)c2ccccc12	15	7	1	0	3	-18	-5	4	-12	4	2
COc1ccc(C2=NN(CN3C(=O)C(=O)c4ccccc43)C(c3ccc(Br)cc3)C2)cc1 (stereo unspecified)	9	-50	-4	-29	-6	-18	-6	4	12	-32	-42
Cc1cccc(N(C)C(=O)c2cc3c(=O)[nH]c4ccc(C)cc4c3s2)c1	-8	-45	9	18	0	15	-5	1	-2	-5	0
Cc1ccccc1OCCNC(=O)/C=C/c1ccc([N+](=O)[O-])cc1	-1	-23	-8	18	1	25	1	7	0	18	-4
CCCn1c(N)c(CC)c(=O)[nH]c1=O	10	-27	16	2	2	-21	-6	5	-1	-8	-15
Cc1nn(Cc2ccc(Cl)c(Cl)c2)c(C)c1NC(=O)c1cc(C2CC2)on1	-10	11	14	26	1	9	-6	5	0	-8	21
Cn1ccnc1Sc1ccc(/C=N/NC(=O)c2ccccc2[N+](=O)[O-])cc1[N+](=O)[O-]	-11	-51	-16	-3	10	-20	-12	0	-2	-5	15

Entries of single compounds, quoted from the list. Values in the order: TWEAK-Fn14 inh	NCOA2 inhibitor	SRC1 inh	LRH-1 inv ag	ABHD5-PLIN5 inh	SRC3 inh	NOD2 RIPK2 PPI	TLR9-MyD88 block	Granule exo inh	COUP-TFII inh	TROY signal inh
Profile of O=C(COC(=O)Cc1ccccc1F)Nc1ccc(SC(F)F)cc1 = -43	-11	-18	3	-2	24	-4	-4	5	-2	-64
Profile of Cc1ccccc1OCCNC(=O)/C=C/c1ccc([N+](=O)[O-])cc1 = -1	-23	-8	18	1	25	1	7	0	18	-4
Profile of Cc1ccc(Cc2c(-c3ccccc3)nc3c(C)cc(Br)cn23)cc1 = 21	14	/	12	-7	/	-8	/	-2	-5	-13
Profile of Cc1cccc(N(C)C(=O)c2cc3c(=O)[nH]c4ccc(C)cc4c3s2)c1 = -8	-45	9	18	0	15	-5	1	-2	-5	0
Profile of Cn1ccnc1Sc1ccc(/C=N/NC(=O)c2ccccc2[N+](=O)[O-])cc1[N+](=O)[O-] = -11	-51	-16	-3	10	-20	-12	0	-2	-5	15

Screening results from PubChem BioAssay.
